D2 potentiator: positive allosteric modulators of human D2 dopamine receptor; HEK293 T-REx D2, calcium flux, EC20 dopamine potentiation; potentiation, % at 10 µM; 340,000 compounds, 0.34% hits; AID 485347;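 active means potentiation over 3 SD above the plate norm, cut at about 30% in these data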; further: 0% is about no effect
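Using a no-wash calcium dye in inducible, force-coupled HEK293 Trex cells expressing D2, we tracked fluorescence each second for 180 s after compound, then for 180 s after EC20 dopamine to detect augmented signalling.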
RXFP1 agonist: agonists of human relaxin receptor RXFP1 | HEK293T-RXFP1 cAMP TR-FRET, 30 min; response scale: percent of porcine relaxin response, buffer zero | Potency, µM (series often up to 57.5 µM), for the others: top-dose activation, most hits filed as activators | 370,000 compounds, 0.3% hits; active means well fitted activation curve with a large enough effect; further: potency means the concentration at half of the fitted maximal effect; on the % scale 0 is the no-effect control and ±100 the full control effect; nearly all actives have a fitted effect of over 60% in size; many of its hits are not listed in these tables
Target sequence (Q9HBX9 whole entry, looked up): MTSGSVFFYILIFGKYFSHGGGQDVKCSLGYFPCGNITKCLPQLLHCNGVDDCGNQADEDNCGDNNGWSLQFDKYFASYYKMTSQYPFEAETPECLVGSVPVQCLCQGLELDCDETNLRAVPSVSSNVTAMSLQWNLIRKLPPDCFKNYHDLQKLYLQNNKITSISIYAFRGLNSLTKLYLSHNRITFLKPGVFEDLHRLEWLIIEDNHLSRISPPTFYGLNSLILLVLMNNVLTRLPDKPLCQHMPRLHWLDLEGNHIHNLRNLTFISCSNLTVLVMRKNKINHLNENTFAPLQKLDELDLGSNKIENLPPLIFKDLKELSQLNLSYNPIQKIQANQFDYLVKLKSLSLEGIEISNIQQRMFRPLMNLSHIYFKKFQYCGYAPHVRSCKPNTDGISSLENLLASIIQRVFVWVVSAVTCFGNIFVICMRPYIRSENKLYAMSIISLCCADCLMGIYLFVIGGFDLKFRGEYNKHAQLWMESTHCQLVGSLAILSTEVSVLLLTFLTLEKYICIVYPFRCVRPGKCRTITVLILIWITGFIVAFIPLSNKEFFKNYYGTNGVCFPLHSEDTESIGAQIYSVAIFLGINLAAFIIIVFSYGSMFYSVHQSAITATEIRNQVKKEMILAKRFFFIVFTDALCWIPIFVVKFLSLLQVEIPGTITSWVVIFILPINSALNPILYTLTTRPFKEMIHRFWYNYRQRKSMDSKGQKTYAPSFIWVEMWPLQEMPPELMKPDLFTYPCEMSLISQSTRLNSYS
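Agonist response is measured as cAMP accumulation in an RXFP1-transfected HEK293T line under PDE4 inhibition. Values are scaled between buffer-only and 29 nM porcine relaxin, and EC50s come from standard Hill equation fits.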
D2 antagonist: antagonizes the human D2 dopamine receptor | 340,000 compounds, 2% hits | inhibition, % at 10 µM | HEK293 TREx D2 cells, calcium flux, dopamine EC80; in the data active means inhibition above about 30%; further: 0% is about no effect
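Inhibition of EC80 dopamine-driven calcium flux, recorded kinetically, defines activity here; cells are a tetracycline-induced HEK293 T-REx line expressing force-coupled D2.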
D1 potentiator: enhances dopamine response at the human D1 receptor | HEK293 TREx D1 cells, calcium flux, dopamine EC20 potentiation | 360,000 compounds, 0.036% hits | P21728 | potentiation, % at 10 µM | AID 504651; in the data active means potentiation above about 30%; further: 0% is about no effect
D2 agonist: D2 dopamine receptor (human) agonism; 340,000 compounds, 0.53% hits; activation, % at 2 µM; HEK293 T-REx D2 cells, calcium flux agonist mode;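 active means activation over 3 SD above normal in the single-dose calcium agonist read, cut at about 30% in these data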; further: 0% is about no effect
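HEK293 Trex D2 cells, tetracycline-induced, o/n 30 C 5% CO2; no-wash Ca dye, RT 30–90 min; 10-cycle baseline, 23 nl cpd added, kinetic Ca read 180 s; agonist hits = positive Ca response.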
TRHR enhancer: allosteric enhancers of human TRH receptor; P34981; TRHR cells, fluo-8 calcium fluorescence, EC20 TRH enhancement; enhancement, % at 2 µM; 360,000 compounds, 0.66% hits; AID 493056; in the data active means enhancement above about 30%; further: 0% is about no effect
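Enhancer read-out: after compound pinning and an initial kinetic agonist-mode read, an EC20 of TRH (10 nM final) was injected and fluo-8 calcium signal (Ex 480/Em 530) followed at 1 s/cycle for 100 cycles in TRHR-expressing cells.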
RXFP1 antag: RXFP1 (human) relaxin receptor antagonism | 350,000 compounds, 0.59% hits | activity change, negative = inhibition, % at 57.5 µM | HEK293-RXFP1, relaxin-stimulated cAMP HTRF, 30 min; stronger effect = lower value | AID 1259400;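 active means activity change of -60% or lower, but not beyond a set lower limit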; further: on the % scale 0 is the no-effect control and ±100 the full control effect
D1 ag: agonists of human D1 dopamine receptor | P21728 | HEK293 T-REx D1 cells, calcium flux, agonist mode | activation, % at 2 µM | 360,000 compounds, 1% hits | AID 504660; in the data active means activation above about 30%; further: 0% is about no effect
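Agonism was scored from calcium flux recorded over 180 s (1 read/s) after pintool compound addition, following a 10-cycle baseline. Cells were inducible force-coupled HEK293 TREx D1, plated overnight at 30 C and loaded with no-wash calcium dye.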
D1 antag: blocks dopamine activation of the human D1 receptor | P21728 | HEK293 TREx D1 cells, calcium flux, dopamine EC80; stronger effect = lower value | activity change, negative = inhibition, % at 10 µM | 360,000 compounds, 3.2% hits; in the data active means activity change below about -30%; further: on the % scale 0 is the no-effect control and ±100 the full control effect
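Tetracycline-induced HEK293 T-REx cells with force-coupled D1 receptor were loaded with a no-wash calcium dye. Compound was added after a 10 s baseline and read kinetically for 180 s; EC80 dopamine was then added and calcium flux followed another 180 s.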
* hit, by the source's call; . = no result given. These rows are one share of the data; rates above refer to the full screens.

SMILES	D2 potentiator	RXFP1 agonist	D2 antagonist	D1 potentiator	D2 agonist	TRHR enhancer	RXFP1 antag	D1 ag	D1 antag
Cc1ccnc(NC(=O)CCc2c(C)nc3ncnn3c2C)c1	15	11%	18	-4	-0.5	1	10	1	1
O=C(Nc1cccc2ccccc12)c1cnsn1	1	0.4%	-6	-3	0.4	-6	-1	4	8
COC(C(=O)NC(C(C)C)C(C)C)c1ccccc1 (configuration not stated)	-8	0.3%	1	0	-1.4	-3	6	1	-2
COc1ccc(F)cc1S(=O)(=O)NCC(c1ccco1)N1CCc2ccccc2C1 (configuration not stated)	7	0.6%	-3	-9	0.0	1	-6	1	-5
O=C(CCc1nnc2n(Cc3ccccc3Cl)c(=O)c3ccccc3n12)NCCCN1CCOCC1	-5	5.1%	-8	-4	1.2	6	-1	1	27
CCOC(=O)c1cnc(SCC(=O)Nc2cc(C(F)(F)F)ccc2N2CCOCC2)nc1N	8	25%	15	6	-2.4	-11	-2	9	-11
CC(=O)N1CCN(S(=O)(=O)c2cccc(C(=O)NNC(=O)Cn3ccc(C(F)(F)F)n3)c2)CC1	-2	0.6%	16	-6	0.6	-2	10	1	-20
N#CC1(NC(=O)COc2cccnc2[N+](=O)[O-])CCCCC1	3	2.0%	-13	0	0.0	4	-2	2	21
CCOC(=O)c1c[nH]c2c(C)cc(C)cc2c1=O	-1	1.2%	-12	-1	-0.4	0	6	2	9
NS(=O)(=O)c1cccc(NC(=O)c2cccc3c(Br)cccc23)c1	-1	7.0%	-2	-4	1.3	2	-3	1	1
O=C(COc1ncnc2ccccc12)NC(=O)NCc1ccccc1	-3	1.4%	-12	-2	-0.5	13	8	2	3
O=C(OCC(=O)N1CCN(S(=O)(=O)c2ccccc2)CC1)c1ccc([N+](=O)[O-])o1	-3	0.5%	-3	1	2.6	-1	-13	3	-2
Cc1cc(NC(=O)c2ccc(Cl)c([N+](=O)[O-])c2)no1	0	-0.2%	.	-1	.	-1	-9	5	9
CC1CCCCN1C(=O)COc1ccc(NC(=O)c2ccco2)cc1 (configuration not stated)	8	-0.4%	7	-2	0.3	19	3	2	2
CCc1ccc(Nc2nnc(SCC(=O)Nc3ccc(C(=O)O)cc3)s2)cc1	9	-0.8%	-8	4	-0.8	2	3	1	-4
CC(=O)c1cc(C#N)c(SCC(=O)OC(C)C)nc1C	8	-0.6%	-5	1	-0.6	2	-19	1	-5
O=C(NCc1ccc(F)cc1)C(c1ccc(Cl)cc1)N(C(=O)c1csnn1)C1CC1 (configuration not stated)	-11	-2.0%	-2	4	1.2	6	-25	0	13
COc1ccc(C2N(c3cc(Cl)ccc3OC)C(=O)C3CCCN32)cc1OC (configuration not stated)	-5	0.9%	17	.	0.5	0	.	5	29
CCOc1ccc(NC(=O)Cn2cc(C(=O)c3ccc(C)c(C)c3)c(=O)c3cc(OC)c(OC)cc32)cc1	1	9.2%	.	-1	1.0	16	.	1	6
COc1ccc(S(=O)(=O)NC(C)(C)CO)cc1-c1nnc2c3ccccc3c(C)nn12	-19	24%	.	-6	-0.2	-6	10	0	0
CC(C)CCOP(=O)(c1ccc(N(C)C)cc1)C(O)c1ccc(N(C)C)cc1 (configuration not stated)	4	-1.9%	-6	-4	-0.4	13	1	1	5
COc1ccccc1N1CCN(c2nc3ccccc3nc2C(C#N)C(=O)OC(C)C)CC1 (configuration not stated)	12	1.5%	10	-1	0.5	-5	-12	2	-1
Cc1ccc(S(=O)(=O)N2CCN(C(C)C)CC2)cc1	2	-0.8%	1	-5	0.4	3	14	0	-20
CCS(=O)(=O)N1CCN(c2ccc([N+](=O)[O-])c(NCC3CCCO3)c2)CC1 (configuration not stated)	15	1.0%	-2	-2	-0.8	-1	1	2	-6
O=[N+]([O-])c1cc(S(=O)(=O)Nc2cccc(Cl)c2)ccc1N/N=C/c1ccc(N2CCOCC2)cc1	23	2.1%	11	-2	-0.3	11	-4	4	26
The results go on:
SMILES	D2 potentiator	RXFP1 agonist	D2 antagonist	D1 potentiator	D2 agonist	TRHR enhancer	RXFP1 antag	D1 ag	D1 antag
Cc1cc(NC(=O)CS(=O)CC(=O)Nc2c(C)cccc2C)ccc1-n1cnnn1 (configuration not stated)	-3	2.6%	-15	-2	1.3	15	-6	3	3
Fc1cccc(F)c1/C=N/N1CCOCC1	6	-2.5%	4	0	0.4	4	-4	5	-5
COc1ccc(N2CCN(S(=O)(=O)c3ccc4oc(=O)c5ncn(C)c5c4c3)CC2)cc1	3	4.5%	.	0	-0.4	9	-1	3	-1
CCN(CC)S(=O)(=O)c1ccc(NC(=O)CSc2cccc[n+]2[O-])cc1	-13	0.7%	14	-3	1.2	2	8	-2	-2
CC(C)NC(=O)N1CCCN(c2nc3ccc(Cl)cc3s2)CC1	0	1.1%	2	2	-0.1	-2	4	5	-23
COC(=O)NCc1ccc(Cl)c(Cl)c1	1	3.3%	2	0	-0.2	4	5	1	-1
CCN1C(=O)c2cccc3c(S(=O)(=O)Nc4nc(C)cs4)ccc1c23	7	3.4%	-26	2	-0.6	10	-15	1	-1
CC(Sc1ncn[nH]1)C(=O)Nc1cc(C(F)(F)F)ccc1Cl (configuration not stated)	-9	1.6%	-11	-2	-0.1	-4	1	1	-20
COc1ccc(/C(O)=C2/C(=O)C(=O)N(CCCN3CCOCC3)C2c2ccc(C(C)C)cc2)cc1 (configuration not stated)	-2	12%	4	3	-1.4	3	2	5	2
O=C(c1ccc(CSc2nc3ccncc3n2Cc2ccccc2F)cc1)N1CCCCC1	-5	5.1%	.	0	0.4	58*	-16	-1	4
O=C(Nc1ccccc1)OCCOc1ccccc1	5	0.4%	-11	-8	-0.2	-6	23	1	-1
O=C(c1cccc(Cl)c1)C1CCCN(C(=O)c2ccoc2)C1 (configuration not stated)	4	0.0%	5	-4	-0.3	-4	-1	0	9
COc1ccc(Cl)cc1NC(=O)CN(C)C(=O)c1ccc(N2CCCCCC2)c([N+](=O)[O-])c1	-15	0.5%	0	0	0.0	-3	-2	0	-1
CCOc1cc(/C=N/NC(=O)c2ccccn2)ccc1OC(=O)c1cccs1	15	1.1%	-1	-1	-0.2	-1	-25	3	4
O=S(=O)(c1cnc[nH]1)N1CCCCCC1	-2	0.1%	20	-3	-0.3	-4	-3	0	-45*
Cc1ccc(Nc2cc(C(=O)NCCCN3CCOCC3)c3ccccc3n2)c(C)c1	-21	0.7%	-22	-1	0.5	-3	-1	1	12
Cc1nc2ccc(C(=O)O)cc2c2c1CC(C)S2 (configuration not stated)	-9	6.8%	1	3	1.4	-7	-9	1	9
Cc1cc(Cl)ccc1NC(=O)CN1C(=O)C(=O)N(C2CCCC2)C1=O	.	0.3%	.	-4	.	-4	0	0	-22
NC(=O)CC[C@@H]1NC(=O)[C@H](CO)NC(=O)c2cc([N+](=O)[O-])cc(I)c2OCC[C@@H](C(N)=O)NC1=O	-5	0.6%	8	-4	0.2	1	.	-4	2
Cc1cc(C)c(COc2ccc(/C=N/n3c(C)n[nH]c3=S)cc2)c(C)c1	-3	-0.8%	2	-2	1.0	-1	-15	4	22
Cc1nn(CC(=O)Nc2ccc3c(c2)nc(CN2CCCC2)n3C)c(=O)c2ccccc12	-5	1.7%	-4	-4	0.3	0	5	2	-10
COc1ccc(/C=C(/NC(=O)c2ccc(C)cc2)C(=O)NCc2ccncc2)cc1	-8	-0.9%	-20	3	-0.1	-1	10	4	2
C=CCn1c(SCc2csc(C)n2)nc2scc(-c3ccc(C)o3)c2c1=O	.	1.0%	.	-2	.	-4	2	5	-6

A different layout for part of the listing above:
| SMILES | D2 potentiator | RXFP1 agonist | D2 antagonist | D1 potentiator | D2 agonist | TRHR enhancer | RXFP1 antag | D1 ag | D1 antag |
| --- | --- | --- | --- | --- | --- | --- | --- | --- | --- |
| O=C(c1cccc(Cl)c1)C1CCCN(C(=O)c2ccoc2)C1 (configuration not stated) | 4 | 0.0% | 5 | -4 | -0.3 | -4 | -1 | 0 | 9 |
| COc1ccc(Cl)cc1NC(=O)CN(C)C(=O)c1ccc(N2CCCCCC2)c([N+](=O)[O-])c1 | -15 | 0.5% | 0 | 0 | 0.0 | -3 | -2 | 0 | -1 |
| CCOc1cc(/C=N/NC(=O)c2ccccn2)ccc1OC(=O)c1cccs1 | 15 | 1.1% | -1 | -1 | -0.2 | -1 | -25 | 3 | 4 |
| O=S(=O)(c1cnc[nH]1)N1CCCCCC1 | -2 | 0.1% | 20 | -3 | -0.3 | -4 | -3 | 0 | -45* |
| Cc1ccc(Nc2cc(C(=O)NCCCN3CCOCC3)c3ccccc3n2)c(C)c1 | -21 | 0.7% | -22 | -1 | 0.5 | -3 | -1 | 1 | 12 |

Some of these compounds in order of their number in RXFP1 antag, smallest number first.
| mol | D2 potentiator | RXFP1 agonist | D2 antagonist | D1 potentiator | TRHR enhancer | RXFP1 antag | D1 ag | D1 antag |
| --- | --- | --- | --- | --- | --- | --- | --- | --- |
| O=C(c1cccc(Cl)c1)C1CCCN(C(=O)c2ccoc2)C1 (configuration not stated) | 4 | 0.0% | 5 | -4 | -4 | -1 | 0 | 9 |
| CCN(CC)S(=O)(=O)c1ccc(NC(=O)CSc2cccc[n+]2[O-])cc1 | -13 | 0.7% | 14 | -3 | 2 | 8 | -2 | -2 |
| O=C(Nc1ccccc1)OCCOc1ccccc1 | 5 | 0.4% | -11 | -8 | -6 | 23 | 1 | -1 |

High-throughput results deposited in PubChem BioAssay by National Center for Advancing Translational Sciences (NCATS).
